Screens (PubChem BioAssay)
Epigenetic reg = derepresses silenced GFP reporter in murine cells. murine LDR cells, GFP reporter derepression, 30 h. Potency, µM (doses to about 53.9 µM), for inactives: at the top dose GFP activation, most hits filed as activators. 280,000 tested, 0.2% active; also: potency is read from the fitted curve at half-maximal effect; % of control where 0% means no effect; nearly all actives have a fitted effect of over 60% in size
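GFP-positive cell count by laser-scanning cytometry (objects 20–120 um) after 30 h, 37 C compound exposure of murine LDR cells; reporter is CMV-GFP integrated at a silenced locus, inducible by HDAC or DNMT inhibitors.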
LMNA splice mod = LMNA splicing modulation; Potency, µM (doses to about 46.1 µM), without a hit: top-dose ratio change, negative = inhibition, actives largely listed as inhibitors; AID 1487; HeLa LMNA splicing GFP/RFP minigene ratio, 48 h; 200,000 tested, 0.01% active; active = well fitted inhibition curve with a large enough effect in the signal ratio, with a control signal flat, not every such curve was filed as active; inconclusive = small, poorly fitted or top-dose-only effect, or effect the other way, or a change in a side signal; the % refers to the signal ratio; also: potency is read from the fitted curve at half-maximal effect; % is scaled to controls: 0 for no effect and ±100 for the full control effect
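S3 HeLa stable clones carrying a lamin A-EGFP splicing minigene plus DsRed2 were seeded at 600 cells/well in Opti-MEM with 2% FBS, pin-dosed and incubated 48 h at 37°C. Acumen cytometry (488 nm) gave the GFP/RFP total-intensity ratio.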
GLA spleen mod = alpha-galactosidase A (human) modulation. AID 2107. human spleen homogenate, 4MU-alpha-Gal fluorescence, 40 min. Potency, µM (highest dose often 80 µM), without a hit: at the top dose activity change, negative = inhibition, actives largely listed as inhibitors. 240,000 tested, 0.008% active;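 also: potency is read from the fitted curve at half-maximal effect; 0% = enzyme with vehicle and -100% = no enzyme basal signal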
Target sequence (P06280 32-429 limits assumed): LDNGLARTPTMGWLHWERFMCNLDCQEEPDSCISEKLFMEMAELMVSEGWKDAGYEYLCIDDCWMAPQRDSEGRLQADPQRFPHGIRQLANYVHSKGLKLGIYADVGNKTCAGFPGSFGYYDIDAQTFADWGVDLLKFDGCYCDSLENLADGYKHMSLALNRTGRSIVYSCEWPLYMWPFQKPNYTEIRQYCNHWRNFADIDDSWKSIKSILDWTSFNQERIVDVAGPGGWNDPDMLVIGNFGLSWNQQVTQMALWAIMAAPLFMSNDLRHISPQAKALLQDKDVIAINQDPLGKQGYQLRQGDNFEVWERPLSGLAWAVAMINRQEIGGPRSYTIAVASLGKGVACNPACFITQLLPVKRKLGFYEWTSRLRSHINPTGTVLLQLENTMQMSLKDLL
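Inhibition or activation of alpha-galactosidase in human spleen homogenate is scored by 4-MU fluorescence after 40 min at 37C, pH 5.0, with 1 mM substrate. AC50s come from concentration-response fitted to the Hill equation.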
CBFb RUNX1 block = inhibitors of human CBF-beta and RUNX1 interaction; Q01196+Q13951; AlphaScreen CBFb-His/RUNX1-biotin binding, biochemical; Potency, µM (highest dose often 59.8 µM), inactives show top-dose activity, negative = inhibition, actives largely listed as inhibitors; 230,000 tested, under 10 active; also: % of control where 0% means no effect
Target sequence (Q01196 whole entry, looked up): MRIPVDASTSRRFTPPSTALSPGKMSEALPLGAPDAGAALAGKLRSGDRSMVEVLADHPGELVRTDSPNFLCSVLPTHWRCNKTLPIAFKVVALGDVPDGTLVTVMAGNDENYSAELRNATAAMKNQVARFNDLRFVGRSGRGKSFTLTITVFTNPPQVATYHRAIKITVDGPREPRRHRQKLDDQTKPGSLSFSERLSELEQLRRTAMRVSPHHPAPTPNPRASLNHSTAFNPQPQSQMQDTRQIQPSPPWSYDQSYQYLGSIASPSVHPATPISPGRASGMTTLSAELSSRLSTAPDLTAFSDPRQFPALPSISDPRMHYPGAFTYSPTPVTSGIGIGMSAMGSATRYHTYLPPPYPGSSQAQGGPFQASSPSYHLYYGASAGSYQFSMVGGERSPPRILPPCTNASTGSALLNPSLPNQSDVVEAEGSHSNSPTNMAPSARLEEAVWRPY
Target sequence (Q13951 whole entry, looked up): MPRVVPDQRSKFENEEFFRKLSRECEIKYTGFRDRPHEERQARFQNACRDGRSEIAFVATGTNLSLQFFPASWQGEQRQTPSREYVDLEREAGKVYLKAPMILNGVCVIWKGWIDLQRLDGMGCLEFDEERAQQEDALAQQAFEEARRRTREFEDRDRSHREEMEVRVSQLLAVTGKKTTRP
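Compounds were screened at multiple concentrations against a preformed CBF-beta(His)/RUNX1(biotin) complex (30 nM of each) for 15 min at room temperature, followed by 90 min with nickel and streptavidin beads and AlphaScreen reading.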
NPSR antag = blocks cAMP signaling of the human neuropeptide S receptor | 220,000 tested, 1% active | Q6W5P4 | AID 1461 | Potency, µM (series often up to 38.3 µM), for inactives: top-dose activity change, negative = inhibition, hits mostly inhibitors | CHO-NPSR cells, cAMP TR-FRET, antagonist mode; also: potency is read from the fitted curve at half-maximal effect; % is scaled to controls: 0 for no effect and ±100 for the full control effect; nearly all actives have a fitted effect of over 50% in size; many of its hits are not listed in these tables
IMPase Li inh = cell-permeable IMPase inhibitors with lithium potentiation | AID 1457 | Potency, µM (top dose mostly 59.4 µM), for the others: top-dose activity, negative = IMPase inhibition, actives largely listed as inhibitors | 210,000 tested, 0.35% active | CHO-M1 cells, IP1 TR-FRET (IP-One), carbachol + lithium;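 also: IP1 builds up when IMPase is blocked and the TR-FRET signal falls; potency is read from the fitted curve at half-maximal effect; plate controls were basal vehicle for no effect and high inhibitor control for full effect; nearly all actives have a fitted effect of over 50% in size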
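Readout is a homogeneous TR-FRET IP1 immunoassay (Ex 320, Em 665 and 620), where raised cytosolic IP1 lowers signal. Cells were CHO-M1 treated 30 min at 37C with test compounds plus a little lithium; AC50 values came from Hill-equation fitting.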
Luc counter = counter-screen: inhibitors of Kinase-Glo firefly luciferase. Potency, µM (series often up to 38.3 µM), without a hit: top-dose activity change, negative = inhibition, most hits filed as inhibitors. 200,000 tested, 0.28% active. AID 1379. Q27757. Kinase-Glo luciferase, ATP luminescence, 8 min; also: potency is read from the fitted curve at half-maximal effect; % is scaled to controls: 0 for no effect and ±100 for the full control effect; nearly all actives have a fitted effect of over 60% in size
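Recombinant Kinase-Glo luciferase, 10 uM ATP (linear range), luciferin; imidazole pH 7.2 / KCl / MgCl2 / Tween / BSA buffer; 8 min RT; luminescence.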
* = called active by the depositor; ? = inconclusive; . = no result given; & = joins results of further samples; [ ] = remark or other dose. Unless noted, calls follow the shape of the dose curve; as a rule, active = well fitted curve in the direction sought with a large enough effect; inconclusive = small, poorly fitted or top-dose-only effect, or another doubt; inactive = no such curve, though single readings can be large; an effect the other way counts as inactive or inconclusive. Not all compounds are listed (hit frequency here may not be typical).

item | Compound | Epigenetic reg | LMNA splice mod | GLA spleen mod | CBFb RUNX1 block | NPSR antag | IMPase Li inh | Luc counter
1 | O=C(COc1ccc(S(=O)(=O)NC2CCCCC2)cc1)N1CCN(c2ccc(F)cc2)CC1 | 1.1% | -6% | 2% | 0% | -5%[46.1 µM] | 12%[38.3 µM] | 2%
2 | Cc1nc2c(ccc3c2ccc2nc(C)sc23)s1 | -0.3% | 4% | 3% | -1% | -10%[46.1 µM] | -13%[38.3 µM] | 0%
3 | C=CCOCCN1C(=O)C2C3C=CC(C2C1=O)C1C2C(=O)N(CCOCC=C)C(=O)C2C31 (centres undefined) | -1.7% | 18%[46 µM] | -24% | -3% | 15% | -4% | 0%
4 | COc1ccccc1CNC(=O)CCn1c(=O)[nH]c2ccsc2c1=O | 0.0% | -2% | -2% | -1% | 0%[46.1 µM] | 5% | 2%
5 | CCOC(=O)C(=NCC1CCCO1)NNc1ccccc1Cl (centres undefined) | -3.5% | . | -16% | 0% | -13% | . | .
6 | Cc1ccc(S(=O)(=O)N2CCC(C(=O)N3CCC[C@H]3C(=O)NCc3ccco3)CC2)cc1 | 4.1% | -11% | 1% | -2% | 4%[46.1 µM] | 3%[38.3 µM] | 0%
7 | Cc1ccc2c(CSc3nncs3)cc(=O)oc2c1 | 2.2% | 6% | 2% | 4% | -15%[46.1 µM] | 4%[38.3 µM] | -2%
8 | CSc1nnc2c(n1)OC=Nc1ccccc1-2 | -4.9% | -8% | -3% | 0% | 7%[46.1 µM] | 1% | -5%

Continued:
item | Compound | Epigenetic reg | LMNA splice mod | GLA spleen mod | CBFb RUNX1 block | NPSR antag | IMPase Li inh | Luc counter
9 | C=CCOC(=O)C1=C(C)NC(C)=C(C(=O)OCC=C)C1c1ccco1 | 2.3% | . | 4% | 4% | -37% | . | .
10 | O=C1[C@H]2[C@@H](C(=O)N1c1cccc3ccccc13)C1(C(=O)c3ccccc3C1=O)N1CCC[C@@H]21 | 0.0% | 4% | 2% | 0% | 2%[46.1 µM] | 0%[38.3 µM] | 10%
11 | O=C(COC(=O)C1=COCCO1)Nc1ccc(Oc2ccccc2)cc1 | 1.0% | 15% | 2% | 1% | -16%[46.1 µM] | 30%[38.3 µM] | 0%
12 | O=C(OCCCN1C(=O)c2ccccc2C1=O)c1ccco1 | -4.8% | -11% | 2% | 4% | -11%[46.1 µM] | -1%[38.3 µM] | 1%
13 | Cc1ccc(-n2c(C)c3c(C)nnc(C)c3c2C)cc1N | 0.2% | . | -3% | 1% | ? | -1% | 1%
14 | CCN(CC)CCn1c2ccc(F)cc2c2nc(C)sc21 | 0.8% | -3% | 1% | 2% | -10%[46.1 µM] | 38%[activator][38.3 µM] | 17%
15 | COC(=O)c1cc(=O)n(Cc2ccc3c(c2)OCO3)c(=Nc2ccc(F)cc2)s1 | -0.2% | ? | 2% | -7% | ? | 14%[38.3 µM] | -4%
16 | COc1ccc(CC(NC(C)=O)C(=O)NC2CCN(c3nnnn3-c3ccccc3)CC2)cc1 (centres undefined) | -2.4% | 0% | 4% | 0% | 11%[7.67 µM] | 7%[38.3 µM] | 2%

(list continues)
item | Compound | Epigenetic reg | LMNA splice mod | GLA spleen mod | CBFb RUNX1 block | NPSR antag | IMPase Li inh | Luc counter
17 | COc1ccc(CCN2C(=O)C3C4C=CC(C3C2=O)C2C(=O)N(CCc3ccc(OC)c(OC)c3)C(=O)C42)cc1OC (centres undefined) | 0.8% | ? | 5% | 1% | -14%[46.1 µM] | -38%[38.3 µM] | 20%
18 | CCOC(=O)CC(NS(=O)(=O)Cc1ccccc1)c1ccc(C)cc1 (centres undefined) | 0.0% | -2% | 14% | -10% | 1% | 6% | 5%
19 | Cc1ccc(CNC(=O)c2cc3c(=O)n4ccccc4nc3n(Cc3ccco3)c2=N)cc1 | 4.1% | ? | -11% | -20% | ? | 16%[38.3 µM] | 0%
20 | COc1ccc(OCC(O)Cn2c(N)nc3c2c(=O)[nH]c(=O)n3C)cc1 (centres undefined) | 0.0% | . | 8% | 10% | 3% | . | .
21 | O=C(O)C1CC=CCC1C(=O)Nc1cccc(Cl)c1Cl (centres undefined) | -1.0% | -3% | 12% | 2% | -20%[46.1 µM] | . | -3%
22 | O=C(Nc1ccc2nn(-c3ccccc3)nc2c1)c1ccc2c(c1)OCCO2 | -4.3% | ? | 16% | 2% | -9%[46.1 µM] | 1%[38.3 µM] | 2%
23 | CN(NS(C)(=O)=O)c1c(C#N)c(C(F)(F)F)nn1C | 4.4% | 20%[46 µM] | 13% | 7% | 6% | -6% | -1%
24 | CC(=O)c1ccc(OC2C=CC(c3ccc(Cl)cc3)OC2CO)cc1 (centres undefined) | 3.3%[10.1 µM] | . | 4%[17.5 µM] | 15%[13.1 µM] | . | . | .

Next records:
item | Compound | Epigenetic reg | LMNA splice mod | GLA spleen mod | CBFb RUNX1 block | NPSR antag | IMPase Li inh | Luc counter
25 | Cc1ccc2sc(NC(=O)CN3C(=O)c4ccccc4C3=O)nc2c1C | 3.4% | -3% | -7% | -3%[2.36 µM] | 9% | 16% | 0%
26 | Cc1cc(C)c(C#N)c(SCc2ccccc2F)n1 | 8.7% | ? | 11% | 27% | -19% | 10% | -5%
27 | Cc1csc2nc3cc(C(N)=O)ccc3c(=O)n12 | -1.9% | . | ? | 10% | 21% | . | .
28 | Cc1cnc(CNc2nc(-c3c(C)noc3C)nc3ccccc23)cn1 | . | ? | -6% | . | . | -2% | .
29 | COc1ccc(NC(=O)CCCn2c(=O)c3sccc3n(Cc3ccc(C)cc3)c2=O)cc1 | 7.9% | -3% | -6% | 1% | -11% | -8% | 0%
30 | CC1=C(C(=O)OCC2CCCO2)C(c2coc3ccccc3c2=O)C2=C(CC(C)(C)CC2=O)N1 (centres undefined) | -6.1% | ? | -3% | -4% | -15% | -4% | 1%
31 | O=C(CCC(=O)Nc1ccccc1)NNS(=O)(=O)c1ccccc1[N+](=O)[O-] | -4.2% | . | -1% | 1% | 6% | -2% | 1%
32 | COc1ccc(-c2cc(-c3ccccc3)nc(N3CCCC3)n2)cc1OC | 0.0% | -9% | 1% | ? | -20%[46.1 µM] | 13%[38.3 µM] | -2%

Additional results follow:
item | Compound | Epigenetic reg | LMNA splice mod | GLA spleen mod | CBFb RUNX1 block | NPSR antag | IMPase Li inh | Luc counter
33 | FC(F)(F)c1ccc(C2[C@H]3CN(Cc4cccnc4)[C@H](c4ccccc4)C34CC2(c2ccccc2)C4)cc1 (some centres undefined) | -2.5%&-3.2% | . | -1%&3% | 14%&18% | -57% | -2% | 0%
34 | CC(C)C(NC(=O)c1ccccc1)C(=O)NCc1ccccn1 (centres undefined) | -0.2% | 1% | -12% | 6% | -8%[46.1 µM] | 28%[38.3 µM] | 0%
35 | CCO[C@@H]1OC(C(=O)NCc2ccccc2)=C[C@H](c2coc3ccccc3c2=O)[C@H]1CCCO | -2.9% | . | -3% | 9% | -13% | 2% | .
36 | CC1CN(C(=O)c2ccccc2)c2ccccc2NC1=O (centres undefined) | 0.0% | 7% | -13% | 10% | 11% | 1% | -5%
37 | CC(=O)C1C(c2ccccc2)c2c(n[nH]c2C)CC1(C)O (centres undefined) | 0.0% | -3% | 2% | 8% | -2%[46.1 µM] | -5% | 2%
38 | CCN(c1ccccc1)S(=O)(=O)c1ccc(N)cc1 | -7.1% | 7% | -21% | -5% | 8%[46.1 µM] | 10%[38.3 µM] | -1%
39 | O=C(CN1CC(c2ccccc2)CC1=O)OCc1cccc(Br)c1 (centres undefined) | 3.1% | 0% | -3% | 6% | -6%[46.1 µM] | -6%[38.3 µM] | -2%
40 | COc1ccccc1OCC#CCNC1CCCCC1C (centres undefined) | 2.2% | -9%[46 µM] | -8% | 5% | 7% | 8% | 1%

The results go on:
item | Compound | Epigenetic reg | LMNA splice mod | GLA spleen mod | CBFb RUNX1 block | NPSR antag | IMPase Li inh | Luc counter
41 | CCOC(=O)c1nnsc1N | 0.1% | . | 1% | 5% | -17% | . | .
42 | C/C(CC(C)C)=N/Nc1ccc([N+](=O)[O-])cc1[N+](=O)[O-] | -1.4% | . | 3% | ? | 1%[7.67 µM] | . | .
43 | COc1ccc(OC)c(-c2nnc(-c3ccc(C)o3)o2)c1 | -0.9% | -11% | 4% | 12% | -14%[46.1 µM] | -2% | 2%
44 | Cc1cc(=O)n(C)c(=O)n1CCCCCOc1cccc([N+](=O)[O-])c1 | -1.1% | 12% | 2% | 0% | -5%[46.1 µM] | 22%[38.3 µM] | -1%
45 | CCCc1cc(=O)[nH]c(SCC(=O)Nc2cc(C)on2)n1 | -6.8% | . | -5% | -8% | 5% | -3% | 1%
46 | N=c1c2c(n(Cc3ccc(F)cc3)c3c1CCC3)CCC2 | -3.1% | ? | 9% | 3% | -21%[46.1 µM] | 4%[38.3 µM] | -4%

From compound 29 to 36, copied from above:
item | Compound | Epigenetic reg | LMNA splice mod | GLA spleen mod | CBFb RUNX1 block | NPSR antag | IMPase Li inh | Luc counter
29 | COc1ccc(NC(=O)CCCn2c(=O)c3sccc3n(Cc3ccc(C)cc3)c2=O)cc1 | 7.9% | -3% | -6% | 1% | -11% | -8% | 0%
30 | CC1=C(C(=O)OCC2CCCO2)C(c2coc3ccccc3c2=O)C2=C(CC(C)(C)CC2=O)N1 (centres undefined) | -6.1% | ? | -3% | -4% | -15% | -4% | 1%
31 | O=C(CCC(=O)Nc1ccccc1)NNS(=O)(=O)c1ccccc1[N+](=O)[O-] | -4.2% | . | -1% | 1% | 6% | -2% | 1%
32 | COc1ccc(-c2cc(-c3ccccc3)nc(N3CCCC3)n2)cc1OC | 0.0% | -9% | 1% | ? | -20%[46.1 µM] | 13%[38.3 µM] | -2%
33 | FC(F)(F)c1ccc(C2[C@H]3CN(Cc4cccnc4)[C@H](c4ccccc4)C34CC2(c2ccccc2)C4)cc1 (some centres undefined) | -2.5%&-3.2% | . | -1%&3% | 14%&18% | -57% | -2% | 0%
34 | CC(C)C(NC(=O)c1ccccc1)C(=O)NCc1ccccn1 (centres undefined) | -0.2% | 1% | -12% | 6% | -8%[46.1 µM] | 28%[38.3 µM] | 0%
35 | CCO[C@@H]1OC(C(=O)NCc2ccccc2)=C[C@H](c2coc3ccccc3c2=O)[C@H]1CCCO | -2.9% | . | -3% | 9% | -13% | 2% | .
36 | CC1CN(C(=O)c2ccccc2)c2ccccc2NC1=O (centres undefined) | 0.0% | 7% | -13% | 10% | 11% | 1% | -5%
